NPY-Y2 PAM-ag: human NPY-Y2 potentiation or agonism, primary screen; P49146; activation, % at 3.6 µM; AID 1359; cells expressing NPY-Y2, potentiator/agonist read-out; 220,000 compounds, 0.45% hits; in the data active means activation above about 27%;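 further: cells stimulated with NPY near EC25 plus isoproterenol at EC100; 0% = vehicle plus submaximal agonist and 100% = vehicle plus saturating agonist; some results beyond the cut were filed as inactive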
Mdm2 ligase inh: inhibitors of human Mdm2 E3 ubiquitin ligase; Q00987; cell-based MDM2 ubiquitination luciferase reporter, 2 h; 0 = plate control, 100 = twice control, blank-subtracted; signal enhancement, % at 5 µM; 210,000 compounds, 0.11% hits;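 active means signal enhancement of 30% or more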;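 further: luminescence tracks abundance of the self-degrading MDM2-luciferase fusion protein; higher signal means inhibition of MDM2 E3 ligase activity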
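test system = mammalian cells stably expressing self-ubiquitinating, self-degrading MDM2 E3–luciferase fusion | quantity = 2000 cells/well | incubation = cell settling 4 h, compound treatment 2 h, both 37 °C | signal = luminescence with SteadyLite reagent, 15 min at room temperature | evaluation = % enhancement relative to plate controls after blank subtraction | benchmarks = plate controls and plate blanks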
eIF4E-4G inh: blocks eIF4E binding to eIF4G. P63073+Q04637. TR-FRET eIF4E-eIF4GI(517-606) binding, 2 h. inhibition, % at 21.7 µM. 220,000 compounds, 0.37% hits. AID 782;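 active means inhibition above about 30%, limit read from the data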;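 further: 0% = full FRET control wells and 100% = background wells lacking eIF4GI fragment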
Target sequence (P63073 whole entry, looked up, the tested form may be a part): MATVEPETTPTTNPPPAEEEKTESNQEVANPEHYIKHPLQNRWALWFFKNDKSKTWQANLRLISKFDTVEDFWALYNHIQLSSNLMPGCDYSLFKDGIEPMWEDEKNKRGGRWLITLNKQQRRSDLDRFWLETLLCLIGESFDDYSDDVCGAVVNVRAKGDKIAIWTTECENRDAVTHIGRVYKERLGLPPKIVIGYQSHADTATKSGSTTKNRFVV
Target sequence (Q04637 whole entry, looked up, the tested form may be a part): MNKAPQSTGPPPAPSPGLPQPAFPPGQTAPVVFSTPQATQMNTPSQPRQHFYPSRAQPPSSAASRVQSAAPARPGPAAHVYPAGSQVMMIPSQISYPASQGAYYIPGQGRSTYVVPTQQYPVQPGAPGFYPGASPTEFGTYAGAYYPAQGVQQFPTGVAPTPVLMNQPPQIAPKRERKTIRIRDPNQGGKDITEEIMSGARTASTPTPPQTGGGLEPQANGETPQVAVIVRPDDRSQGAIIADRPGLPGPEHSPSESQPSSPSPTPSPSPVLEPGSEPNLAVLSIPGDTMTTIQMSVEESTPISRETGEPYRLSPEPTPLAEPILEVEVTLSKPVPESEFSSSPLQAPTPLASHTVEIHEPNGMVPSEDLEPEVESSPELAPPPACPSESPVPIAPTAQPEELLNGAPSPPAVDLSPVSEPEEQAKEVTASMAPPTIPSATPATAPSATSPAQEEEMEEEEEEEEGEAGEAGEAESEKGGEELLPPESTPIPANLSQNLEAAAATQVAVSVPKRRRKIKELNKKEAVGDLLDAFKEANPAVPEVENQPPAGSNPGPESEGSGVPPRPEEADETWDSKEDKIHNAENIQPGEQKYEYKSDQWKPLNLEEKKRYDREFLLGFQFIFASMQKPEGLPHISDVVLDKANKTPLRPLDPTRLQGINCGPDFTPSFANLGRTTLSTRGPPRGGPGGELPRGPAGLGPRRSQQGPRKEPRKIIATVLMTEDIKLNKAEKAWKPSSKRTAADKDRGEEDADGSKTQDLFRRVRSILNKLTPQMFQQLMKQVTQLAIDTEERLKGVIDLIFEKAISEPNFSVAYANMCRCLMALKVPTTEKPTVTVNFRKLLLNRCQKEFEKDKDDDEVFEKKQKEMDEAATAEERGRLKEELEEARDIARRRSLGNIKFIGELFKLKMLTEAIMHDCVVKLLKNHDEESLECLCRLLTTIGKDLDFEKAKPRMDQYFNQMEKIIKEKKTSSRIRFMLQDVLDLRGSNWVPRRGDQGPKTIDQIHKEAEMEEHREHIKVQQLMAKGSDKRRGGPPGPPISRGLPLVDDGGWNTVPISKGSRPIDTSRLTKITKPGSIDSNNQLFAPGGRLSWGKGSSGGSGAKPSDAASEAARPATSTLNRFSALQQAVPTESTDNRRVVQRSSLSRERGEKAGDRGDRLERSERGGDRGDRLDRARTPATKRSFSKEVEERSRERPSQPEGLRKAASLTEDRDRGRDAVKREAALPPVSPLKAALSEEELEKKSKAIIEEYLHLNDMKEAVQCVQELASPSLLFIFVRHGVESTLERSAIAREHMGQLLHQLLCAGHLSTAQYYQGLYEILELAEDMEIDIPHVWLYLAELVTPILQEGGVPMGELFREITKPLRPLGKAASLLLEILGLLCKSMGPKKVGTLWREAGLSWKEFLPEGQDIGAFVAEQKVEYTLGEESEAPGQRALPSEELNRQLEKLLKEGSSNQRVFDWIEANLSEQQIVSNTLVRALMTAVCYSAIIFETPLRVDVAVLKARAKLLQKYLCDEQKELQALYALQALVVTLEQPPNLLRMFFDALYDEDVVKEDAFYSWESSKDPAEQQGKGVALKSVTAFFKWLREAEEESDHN
Ba/F3 V617F tox: loss of viability in JAK2V617F-driven Ba/F3 cells; Ba/F3 EpoR-JAK2V617F viability, ATP luminescence; inhibition, % at 5.6 µM; 220,000 compounds, 1.1% hits; AID 1446;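 active means inhibition above the campaign mean plus 3 SD over all tested compounds, cut at about 24% in these data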;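 further: cytokine-independent growth of Ba/F3 cells driven by EpoR plus mutant JAK2; 0% = DMSO-treated cells and 100% = JAK inhibitor I control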
Wee1 stabilizer: human Wee1 degradation inhibition, primary screen. P30291. HeLa Luc-Wee1K328M stability, luciferase luminescence; 100% = proteasome inhibitor MG132 effect. reporter increase, % at 5 µM. 220,000 compounds, 1.2% hits;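 active means activation above the mean of all tested compounds plus 3 SD, set per screening run, cut at about 8.8% in these data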;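 further: cells exposed to compound for 20 h before luminescence read; 0% = DMSO alone and 100% = MG132 at 30 µM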
BaF3 tox: counter-screen for JAK2V617F inhibitors: parental Ba/F3 viability inhibitors; AID 1486; inhibition, % at 5.6 µM; 220,000 compounds, 1.1% hits; CellTiter-Glo ATP luminescence;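 active means inhibition above a per-campaign cutoff, the mean inhibition of all tested compounds plus 3 SD, cut at about 27% in these data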;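 further: 0% = DMSO wells and 100% = JAK Inhibitor I control wells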
S1P4 agonist: human S1P4 receptor agonism; 220,000 compounds, 0.35% hits; O95977; S1P4-expressing cell line, agonist reporter assay; activation, % at 4.98 µM; in the data active means activation above about 11%;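 further: 0% = DMSO vehicle and 100% = reference agonist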
S1P4 antag: blocks the human S1P4 receptor; O95977; S1P4-expressing cells, antagonist mode, reporter read-out; inhibition, % at 4.98 µM; 220,000 compounds, 0.26% hits; AID 1510; in the data active means inhibition above about 29%;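 further: 0% = wells stimulated with agonist and 100% = vehicle wells without agonist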
PERK inhibitor: human PERK inhibition, primary cell-based screen; CHO PERK-DD fusion, SEAP luminescence translation reporter; inhibition, % at 5.6 µM; 220,000 compounds, 0.17% hits; AID 1416;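 active means inhibition above the mean inhibition of all tested compounds plus 3 SD, set separately per screening campaign, cut at about 2.9% in these data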;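 further: PERK kinase domain activated by AP20187 dimerizer at 100 nM; 0% = DMSO with dimerizer and 100% = rapamycin at 8.4 µM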
An asterisk follows results filed as active; . = not tested or not shown; [ ] = another dose, or the depositor's remark.

# | SMILES | BaF3 tox | S1P4 antag | PERK inhibitor | Ba/F3 V617F tox | NPY-Y2 PAM-ag
1 | Cc1ccccc1NC(=S)NC1(C)CCS(=O)(=O)C1 (centres undefined) | 3 | -14 | 0.1 | -2 | 8
2 | O=C(O)c1ccc(SCc2cnc(Cl)s2)cc1 | 11 | -3 | 0.6 | 4 | -1
3 | CCOc1ccc2oc(C(=O)OCC(=O)NC(=O)NC)c(C)c2c1 | -1 | 4 | 1.8 | -4 | 21
4 | CC(C)(C)OC(=O)N1CCCN(C(=O)Nc2ccc(C(F)(F)F)cc2)CC1 | 3 | -1 | 0.2 | 4 | -12
5 | COc1cccc(OCC(=O)NC2CCCCC2)c1 | 3 | -9 | 0.0 | -1 | -3
6 | CSCCC(NS(=O)(=O)c1cc(C(=O)O)ccc1Cl)C(=O)O (centres undefined) | 5 | 22 | 0.4 | -2 | 7
7 | COc1ccc2nc(NC(=O)C3CCCN3S(=O)(=O)c3ccc(C)cc3)sc2c1 (centres undefined) | 1 | -10 | -0.8 | -1 | 24
8 | COc1ccc(C2=Nn3c([n+](C)c4ccccc43)SC2)cc1 | 77* | 6 | -0.6 | 100* | -19
9 | COCCCNC(=O)c1cccn2c(=O)c3cc4ccccc4cc3nc12 | 3 | -23 | -0.3 | 8 | -21
10 | COc1cccc(NC(=O)c2nn(C34CC5CC(CC(C5)C3)C4)cc2[N+](=O)[O-])c1 | 6 | -2 | -1.2 | 1 | -1
11 | Cc1cc(O)c(/C=N/OCc2ccc(Cl)cc2Cl)c(=O)o1 | 5 | -6 | 0.5 | 2 | 3
12 | O=C(NCCc1ccc(Cl)cc1)C1CCN(S(=O)(=O)N2CCCC2)CC1 | 2 | -42 | -0.5 | 0 | -9
13 | CCCCc1nnc(NC(=O)C=C(C)C)s1 | 2 | -5 | -1.2 | 3 | 5
14 | CCn1cc(C(=O)O)c(=O)c2cc(F)c(N3CCN(C(=O)Nc4ccccc4)CC3)cc21 | 6 | -18 | 0.3 | 4 | -5
15 | COc1cc(C)c(Br)cc1S(=O)(=O)NCCCN1CCOCC1 | 1 | 0 | 0.9 | 1 | -1

# | S1P4 agonist | Wee1 stabilizer | eIF4E-4G inh | Mdm2 ligase inh
1 | 0.6 | 0 | -3 | -9
2 | -0.4 | -2 | 4 | -10
3 | -0.5 | -2 | 1 | -10
4 | 0.8 | -2 | -2 | -15
5 | 1.0 | -2 | -3 | -5
6 | 1.1 | 0 | -5 | -10
7 | 0.7 | -2 | -2[fluorescence artefact?] | -16
8 | -0.8 | -1 | -4 | -23
9 | 1.3 | 0 | -5[fluorescence artefact?] | 1
10 | 0.4 | 3 | 5 | 0
11 | 0.3 | -4 | 76* | -15
12 | 0.7 | -2 | 4 | -7
13 | 0.7 | -2 | 1 | -11
14 | -1.5 | 0 | 1 | -21
15 | 0.3 | 0 | 1 | -12

(next part)
# | SMILES | BaF3 tox | S1P4 antag | PERK inhibitor | Ba/F3 V617F tox | NPY-Y2 PAM-ag
16 | O=C(NC1CCCC1)C(c1cccs1)N(CC1CCCO1)C(=O)Cc1cccs1 (centres undefined) | 7 | -11 | -0.3 | 4 | -14
17 | O=C(CCc1nnc(COc2ccccc2)o1)NCc1ccc(Cl)s1 | 4 | -7 | 2.4 | -1 | -3
18 | O=C(O)c1ccc(C2SCC(=O)N2Cc2ccco2)cc1 (centres undefined) | -2 | -2 | 1.1 | -3 | 5
19 | COC(=O)c1sc(-c2ccccc2)cc1NC(=O)C1CC1 | -1 | -3 | -0.1 | -1 | -14
20 | CC1(C)NC(=O)N(CC(O)Cn2c3ccccc3c3ccccc32)C1=O (centres undefined) | 6 | -14 | 0.3 | -4 | -18
21 | COC(=O)CNC(c1ccccc1Cl)c1cc(Br)ccc1NC(=O)CCN1CCOCC1 (centres undefined) | 0 | 15 | 0.0 | 0 | -2
22 | CCOC(=O)c1[nH]c(=O)[nH]c1COC(=O)c1cc2ccccc2o1 | 1 | -12 | 1.9 | -3 | 8
23 | O=S(=O)(NCC1CCCO1)c1ccc(S(=O)(=O)N(Cc2ccccc2F)C2CCCCC2)cc1 (centres undefined) | -1 | -14 | 0.8 | -1 | -12
24 | CCCOc1ccc(/C=c2\sc3nc(-c4ccco4)nn3c2=O)cc1OCC | -1 | 1 | 0.3 | -7 | -1
25 | CC1=NOC(=O)/C1=C\c1ccc2c(c1)OCO2 | 0 | -8 | 1.3 | -4 | 3
26 | COc1ccc(S(N)(=O)=O)cc1C(=O)N1CCCC1 | 4 | -7 | 1.2 | 3 | -5
27 | O=C(CSc1nnc(-c2cccnc2)n1Cc1ccco1)c1ccc(Cl)cc1 | 3 | -17 | -0.7 | -2 | 5
28 | Cn1c(SCCC(=O)O)nnc1-c1ccncc1 | 5 | -8 | -0.7 | 2 | -18
29 | CCN(CC)C(=O)c1sc(NC(=O)Cc2ccc(OC)cc2)c(C#N)c1C | 0 | 0 | -0.5 | -3 | 16
30 | CC(C)S(=O)(=O)C1=NSC2=NC(=O)/C(=C\c3ccc(-c4cccc(C(=O)O)c4)o3)C(=N)N21 | 4 | -12 | 0.0 | 1 | -3

# | S1P4 agonist | Wee1 stabilizer | eIF4E-4G inh | Mdm2 ligase inh
16 | -2.0 | -2 | 0 | -2
17 | 2.1 | 2 | 8 | -2
18 | -0.6 | -1 | 5 | -7
19 | -0.4 | 1 | -2 | -3
20 | -0.6 | -2 | 4 | -3
21 | -0.6 | -2 | 8[fluorescence artefact?] | -10
22 | -0.9 | -2 | -4 | -7
23 | 2.5 | -3 | . | .
24 | -1.2 | 0 | -10 | -4
25 | 4.2 | -1 | -4 | -14
26 | 1.1 | -1 | 1 | -10
27 | -1.2 | -1 | -21 | -7
28 | 1.1 | 2 | 1 | 4
29 | 1.0 | 0 | 10 | .
30 | 0.8 | 2 | 1 | -15

In the list so far, six contain a furan ring, fused or not.
# | SMILES | BaF3 tox | S1P4 antag | PERK inhibitor | Ba/F3 V617F tox | NPY-Y2 PAM-ag
3 | CCOc1ccc2oc(C(=O)OCC(=O)NC(=O)NC)c(C)c2c1 | -1 | 4 | 1.8 | -4 | 21
18 | O=C(O)c1ccc(C2SCC(=O)N2Cc2ccco2)cc1 (centres undefined) | -2 | -2 | 1.1 | -3 | 5
22 | CCOC(=O)c1[nH]c(=O)[nH]c1COC(=O)c1cc2ccccc2o1 | 1 | -12 | 1.9 | -3 | 8
24 | CCCOc1ccc(/C=c2\sc3nc(-c4ccco4)nn3c2=O)cc1OCC | -1 | 1 | 0.3 | -7 | -1
27 | O=C(CSc1nnc(-c2cccnc2)n1Cc1ccco1)c1ccc(Cl)cc1 | 3 | -17 | -0.7 | -2 | 5
30 | CC(C)S(=O)(=O)C1=NSC2=NC(=O)/C(=C\c3ccc(-c4cccc(C(=O)O)c4)o3)C(=N)N21 | 4 | -12 | 0.0 | 1 | -3

# | S1P4 agonist | Wee1 stabilizer | eIF4E-4G inh | Mdm2 ligase inh
3 | -0.5 | -2 | 1 | -10
18 | -0.6 | -1 | 5 | -7
22 | -0.9 | -2 | -4 | -7
24 | -1.2 | 0 | -10 | -4
27 | -1.2 | -1 | -21 | -7
30 | 0.8 | 2 | 1 | -15

(list continues)
# | SMILES | BaF3 tox | S1P4 antag | PERK inhibitor | Ba/F3 V617F tox | NPY-Y2 PAM-ag
31 | O=C(CN1C(=O)COc2ccc(S(=O)(=O)N3CCCC3)cc21)N1CCCC1 | 3 | -2 | 1.3 | -4 | -3
32 | Cc1cc(C)nc(NS(=O)(=O)c2ccc(NC(=O)c3ccco3)cc2)n1 | 0 | 7 | -0.8 | -3 | 15
33 | COc1ccc(-c2noc(-c3ccccc3C(=O)NCc3ccco3)n2)cc1 | 7 | -8 | -1.8 | 4 | 7
34 | COc1cccc(N2CCN(c3c4c(nc5ncnn35)CCC4)CC2)c1 | 8 | -23 | -1.1 | 2 | -7
35 | O=C(Nc1cccn2ncnc12)c1ccc(Cl)cc1 | 1 | -11 | 2.1 | -3 | -8
36 | Cc1cccc(C(=O)NC2CCN(CC(=O)N3CCOCC3)CC2)c1 | -1 | -16 | 0.7 | -1 | -7
37 | Cc1noc(NS(=O)(=O)c2ccc(NC(=O)CCn3c(=O)oc4ccccc43)cc2)c1C | 2 | -11 | 0.1 | 2 | 0
38 | Cc1ccnc(NC(=O)c2cccc(NC(=O)COc3ccccc3)c2)c1 | 0 | 6 | -0.5 | 2 | -26
39 | CCN1C(=O)C(O)(CC(=O)c2cccc(-n3cccc3)c2)c2ccccc21 (centres undefined) | 0 | 5 | 0.4 | -2 | 5
40 | CCOCCCn1c(SCC(=O)NC(C)(C)C)nc2ccccc2c1=O | 5 | -3 | -0.4 | -1 | 15
41 | CSCCC(NC(=O)c1ccccc1)C(=O)NC1CC1 (centres undefined) | 4 | -30 | 0.7 | -1 | 11
42 | COc1cc(C(=O)Nc2cccc(-c3nc4cc(C)cc(C)c4o3)c2)cc(OC)c1OC | 0 | 5 | 0.2 | -3 | -8
43 | CCCC(=O)Nc1c2c(nn1-c1ccc(OC)cc1)CS(=O)C2 (centres undefined) | 1 | 7 | -0.4 | -2 | -7
44 | CCCOC1CCCN(Cc2nc(-c3cnccn3)no2)C1 (centres undefined) | -1 | -12 | 1.0 | -2 | -25
45 | CCN(C(=O)COC(=O)CNC(=O)C12CC3CC(CC(C3)C1)C2)C1CCS(=O)(=O)C1 (centres undefined) | 6 | -11 | 0.9 | 0 | 3

# | S1P4 agonist | Wee1 stabilizer | eIF4E-4G inh | Mdm2 ligase inh
31 | -0.2 | 7 | 3 | -24
32 | 0.4 | -2 | 5[fluorescence artefact?] | -17
33 | 2.7 | -4 | 6 | 1
34 | -0.4 | 1 | -11 | -15
35 | -2.3 | -1 | 1 | -28
36 | 1.9 | -3 | 2 | -7
37 | -0.7 | 1 | -1[fluorescence artefact?] | -6
38 | -2.2 | 2 | 3 | -8
39 | -0.5 | 0 | 1 | -13
40 | 0.2 | -5 | 5 | 4
41 | -2.9 | 0 | 4[fluorescence artefact?] | 11
42 | 0.1 | 6 | -12 | -3
43 | 0.8 | 1 | -5 | 5
44 | -1.4 | -1 | 4 | -8
45 | -0.8 | -1 | -3 | -4

Next part.
# | SMILES | BaF3 tox | S1P4 antag | PERK inhibitor | Ba/F3 V617F tox | NPY-Y2 PAM-ag
46 | COC(=O)N/N=C/c1cccc([N+](=O)[O-])c1 | -1 | -2 | 0.8 | -4 | 6
47 | NNC(=O)c1cc(-c2ccco2)[nH]n1 | 5 | 2 | 0.9 | -1 | -15
48 | Cc1c(C)c2ccc(OCc3ccc(C(=O)O)o3)c(C)c2oc1=O | -2 | -9 | 0.4 | -3 | -5
49 | CC(C)(C)c1ccc2c(c1)OC(C(=O)N/N=C\c1ccncc1)CO2 (centres undefined) | 25 | 3 | 0.1 | -2 | 5
50 | Cc1ccc(-c2nnc(SCC#CCOC(=O)c3cccs3)o2)cc1 | 3 | 0 | 1.0 | -4 | 2
51 | Cc1nc2ncccn2c1-c1csc(NCc2ccco2)n1 | 4 | -10 | 0.3 | 1 | -9

# | S1P4 agonist | Wee1 stabilizer | eIF4E-4G inh | Mdm2 ligase inh
46 | -0.9 | 0 | 2 | -13
47 | -4.3 | 3 | 0 | -17
48 | 0.6 | -1 | 1 | -53
49 | 0.4 | 4 | 0 | 0
50 | -1.1 | 1 | -2[fluorescence artefact?] | -9
51 | 2.1 | 1 | 1 | -8

Source: PubChem BioAssay (several laboratories)
